GLA spleen mod: inhibits or activates alpha-galactosidase in human spleen homogenate; Potency, µM (titrated, usually from 80 µM), for inactives: at the top dose activity change, negative = inhibition, hits mostly inhibitors; 240,000 tested, 0.008% active; AID 2107; human spleen homogenate, 4MU-alpha-Gal fluorescence, 40 min;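 further: potency means the concentration at half of the fitted maximal effect; 0% = enzyme with vehicle and -100% = no enzyme basal signal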
Target sequence (P06280 32-429 limits assumed): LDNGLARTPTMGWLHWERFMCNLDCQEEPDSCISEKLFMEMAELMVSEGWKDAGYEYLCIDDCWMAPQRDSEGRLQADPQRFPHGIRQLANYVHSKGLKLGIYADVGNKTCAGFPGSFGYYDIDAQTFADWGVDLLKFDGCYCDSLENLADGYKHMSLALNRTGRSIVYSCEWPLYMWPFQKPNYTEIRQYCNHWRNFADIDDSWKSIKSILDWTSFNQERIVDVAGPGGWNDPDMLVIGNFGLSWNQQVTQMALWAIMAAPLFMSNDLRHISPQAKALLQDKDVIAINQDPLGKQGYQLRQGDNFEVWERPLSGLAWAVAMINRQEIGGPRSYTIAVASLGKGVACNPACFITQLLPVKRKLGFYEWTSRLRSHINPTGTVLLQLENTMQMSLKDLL
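qHTS titration in buffer at pH 5.0. Alpha-galactosidase activity in spleen homogenate was measured via 4-methylumbelliferone release from 1 mM fluorogenic substrate after 40 min at 37C and a pH 10 stop. AC50 came from Hill fits of control-normalized data.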
Tau fluor cs: counter-screen for tau fibril formation inhibitors; 280,000 tested, 0.93% active; Potency, µM (top dose mostly 57.7 µM), inactives show at the highest dose activity change, negative = decrease; tau K18 P301L Alexa594 fluorescence, heparin fibrillization; further: potency means the concentration at half of the fitted maximal effect; on the % scale 0 is the no-effect control and ±100 the full control effect; nearly all actives have a fitted effect of over 55% in size
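Human tau K18 P301L (15 uM unlabeled, 0.24 uM Alexa 594-labeled) in 100 mM sodium acetate pH 7 with 20 uM heparin, 6 hr at 37 C. ThT 30 uM added, 1 hr ambient; Alexa 594 FP and total fluorescence read at 555/632 nm.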
Epigenetic reg: epigenetic control regulation, reporter derepression | murine LDR cells, GFP reporter derepression, 30 h | Potency, µM (series often up to 53.9 µM), inactives show top-dose GFP activation, hits mostly activators | 280,000 tested, 0.2% active | AID 1865; further: potency means the concentration at half of the fitted maximal effect; % of control where 0% means no effect; nearly all actives have a fitted effect of over 60% in size
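In this reporter-derepression format, murine cells bearing a silenced integrated CMV-GFP locus incubate with test compound (30 h, 37 C), then are washed and imaged; fluorescent objects of 20–120 um count as induced cells.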
TR SRC2 fluor cs: alters Texas Red total fluorescence, flagging assay interference; TRb/SRC2 Texas Red total fluorescence interference; Potency, µM (doses to about 106 µM), for the others: top-dose fluorescence change, negative = quenching; 280,000 tested, 0.29% active; AID 1479; active means well fitted curve in either direction with a large enough effect; inconclusive means small, poorly fitted or top-dose-only effect; further: potency means the concentration at half of the fitted maximal effect; on the % scale 0 is the no-effect control and ±100 the full control effect
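Flags fluorescent or light-absorbing compounds by total fluorescence, S + 2P, at 555 nm excitation and 632 nm emission. Mixture: 20 nM Texas Red SRC2 peptide, 0.6 uM human TRb LBD, 1 uM T3, 5% DMSO; compound exposure 5 h at ambient temperature.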
TRb SRC2 PPI: TRbeta-SRC2 interaction inhibition; TRbeta-SRC2 peptide binding, fluorescence polarization; receptor liganded with 1 µM T3; Potency, µM (series often up to 106 µM), inactives show at the top dose activity change, negative = inhibition, hits mostly inhibitors; 280,000 tested, 0.065% active; P10828;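 further: potency means the concentration at half of the fitted maximal effect; plate controls were bound peptide for no effect and peptide without receptor for full effect; nearly all actives have a fitted effect of over 50% in size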
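TRb LBD 0.6 uM + Texas Red SRC2 peptide 20 nM, 1 uM T3, Tris buffer w/ 5% DMSO; compound pinned, 5 h RT; FP read ex 555/em 632; normalized to unbound and bound controls.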
Tau FP inhib: tau fibrillization inhibition (FP). 280,000 tested, 0.39% active. K18 P301L tau heparin fibrillization, Alexa594 FP, 6 h. AID 1468. Potency, µM (top dose mostly 57.7 µM), for inactives: top-dose activity, negative = inhibition, actives largely listed as inhibitors. P10636; further: potency means the concentration at half of the fitted maximal effect; on the % scale 0 is the no-effect control and ±100 the full control effect; nearly all actives have a fitted effect of over 55% in size
Target sequence (P10636 561-689 P618L limits assumed): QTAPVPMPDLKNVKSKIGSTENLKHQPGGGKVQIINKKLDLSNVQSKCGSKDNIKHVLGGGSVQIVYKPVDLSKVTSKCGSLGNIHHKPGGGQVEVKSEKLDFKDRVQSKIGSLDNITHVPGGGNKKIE
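Recombinant K18 P301L […], labeled with Alexa 594 at 0.24 uM over 15 uM unlabeled; heparin inducer 20 uM final; 37 C, 6 hr; FP endpoint.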
CBFb RUNX1 block: blocks binding between human CBF-beta and RUNX1 | AlphaScreen CBFb-His/RUNX1-biotin binding, biochemical | 230,000 tested, under 10 active | Potency, µM (highest dose often 59.8 µM), for inactives: top-dose activity, negative = inhibition, usual class: inhibitors; further: % of control where 0% means no effect
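Interaction loss through any mechanism counts as activity. Pre-formed complex of His-CBF-beta and biotin-RUNX1 (30 nM apiece) is incubated with compound 15 min, then with 50 ng nickel and 50 ng streptavidin beads for 90 min before AlphaScreen detection.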
NPSR antagonist: blocks cAMP signaling of the human neuropeptide S receptor | Q6W5P4 | CHO-NPSR cells, cAMP TR-FRET, antagonist mode | Potency, µM (doses to about 38.3 µM), without a hit: at the highest dose activity change, negative = inhibition, usual class: inhibitors | 220,000 tested, 1% active | AID 1461; further: potency means the concentration at half of the fitted maximal effect; on the % scale 0 is the no-effect control and ±100 the full control effect; nearly all actives have a fitted effect of over 50% in size; many of its hits are not listed in these tables
Target sequence (Q6W5P4 whole entry, looked up): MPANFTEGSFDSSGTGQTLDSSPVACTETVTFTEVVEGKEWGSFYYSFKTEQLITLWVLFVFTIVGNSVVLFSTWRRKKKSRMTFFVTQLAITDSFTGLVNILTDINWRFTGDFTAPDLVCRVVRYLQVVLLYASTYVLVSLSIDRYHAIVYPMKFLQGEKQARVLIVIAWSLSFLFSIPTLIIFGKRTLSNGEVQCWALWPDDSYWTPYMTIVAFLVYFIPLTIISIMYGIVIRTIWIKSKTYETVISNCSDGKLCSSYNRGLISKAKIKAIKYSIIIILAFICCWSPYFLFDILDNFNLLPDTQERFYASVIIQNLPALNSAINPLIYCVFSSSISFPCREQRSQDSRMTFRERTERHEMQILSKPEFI
The depositor's hits bear a star; ? = inconclusive; nt = no result given; [ ] = dose if it differs, or a comment. Unless noted, the call rests on the fitted dose curve; in most records, active means well fitted curve in the direction sought with a large enough effect; inconclusive means small, poorly fitted or top-dose-only effect, or another doubt; inactive means no such curve, though single readings can be large; an effect the other way counts as inactive or inconclusive. Some of the compounds tested; rates above refer to the full screens.

SMILES | GLA spleen mod | Tau fluor cs | Epigenetic reg | TR SRC2 fluor cs | TRb SRC2 PPI | Tau FP inhib | CBFb RUNX1 block | NPSR antagonist
Cc1ccccc1N/N=C/c1sc(=O)n(Cc2cccc(C(=O)O)c2)c1Cl | -8% | ? | 0.0% | -6% | 1% | -7% | -24% | -48%
Cc1ccc(Cl)cc1-n1c(=O)c2sc3ccccc3c2n(Cc2ccccc2)c1=O | nt | -2% | 9.1% | 1% | 0% | -15% | nt | nt
CSc1nc2ccccc2n1Cc1cccc([N+](=O)[O-])c1 | -1% | 2% | 0.0% | -8% | 0% | 9% | -9% | -2%
CCOCCCn1c(=NC(=O)c2cccs2)c(C#N)cc2c(=O)n3ccccc3nc21 | ? | 1% | 8.5% | -4% | 0% | 6% | -11% | ?
O=C(O)CCSc1nc2ccc(Br)cc2[nH]1 | ? | -18% | 0.0% | -4% | 5% | ? | -1% | -4%[46.1 µM]
COc1ccc(OC)c(NC(=O)C(=O)/C=C(\O)c2cc(OC)ccc2OC)c1 | 2% | ? | 0.0% | -2% | 0% | ? | -21% | -14%[46.1 µM]
COc1ccc(NC(=O)CC(C(=O)O)N2CCCCC2)cc1 (stereo not given) | 7% | -4% | -0.1% | 2% | 4% | 2% | -2% | 1%[46.1 µM]
O=C(OCC(=O)c1c[nH]c2ccccc12)c1cc(Br)ccc1O | 10% | ? | 4.3% | -5% | -1% | ? | 1% | -36%
COc1ccc(-c2cc(C(F)(F)F)n3nc(C(=O)O)cc3n2)cc1OC | 1% | 6% | 0.1% | -5% | -9% | 7% | 3% | -3%[46.1 µM]
O=C(c1cccnc1)N1CCN(c2ccccc2Cl)CC1 | 2% | -11% | 0.2% | -2% | 7% | ? | 9% | 13%
CC1CCCC(NC(=O)C2CCC(CNc3c(N4CCCCC4)c(=O)c3=O)CC2)C1C (stereo not given) | 4% | -2% | 1.0% | 0% | 2% | 3% | 7% | 0%
COc1ccnc(Oc2ccc(Cl)cc2)c1C#N | 2% | 0% | -0.3% | -2% | -8% | 0% | 26% | -20%
COCCCNC(=O)c1cc2c(=O)n3cccc(C)c3nc2n(C(C)C)c1=N | 19% | -6% | -1.0% | -6% | -2% | -13% | 7% | 9%[46.1 µM]
O=C(CCn1c(=S)oc2ccccc21)N1CCCCC1 | -1% | -7% | -1.1% | 1% | 5% | -5% | 4% | 2%
Cc1ccc(C2=NN(CC(=O)NCc3cccnc3)C(=O)CC2)cc1 | -10% | 5% | 2.6% | -25% | -3% | 4% | -2% | -1%[46.1 µM]
CCCCn1c(=NC(=O)c2cccnc2)c(C#N)cc2c(=O)n3cccc(C)c3nc21 | 5% | -6% | -0.8% | 1% | -1% | -3% | 3% | -8%[46.1 µM]
O=C(c1ccc2c(c1)OCO2)N1CCC(Cc2ccccc2)CC1 | 5% | 0% | -2.2% | -1% | -5% | 5% | 6% | 20%
CN(CC(=O)Nc1ccc(F)cc1F)S(=O)(=O)c1cccc2nsnc12 | nt | -10% | 2.0% | -1% | -4% | -8% | nt | nt
Cc1ccc(S(=O)(=O)N/N=C\c2ccc3c(c2)OCO3)cc1 | -6% | -12% | -3.1% | 1% | 3% | -4% | 1% | -4%[46.1 µM]
CN(C)/C=N/C(=S)Nc1cc(Cl)cc(Cl)c1 | 6% | 7% | -0.2% | 1% | 1% | -1% | -3% | -32%
COc1ccccc1NC(=O)c1cc2c(n(-c3ccc(C)cc3)c1=O)CC(C)(C)CC2=O | nt | ? | 3.1% | 0% | -2% | -6% | nt | nt
COC(=O)Nc1ccc(S(=O)(=O)Nc2cnc3ccccc3n2)cc1 | -1% | -6% | -2.1% | -3% | -5% | -2% | 9% | -18%
COC(=O)c1ccccc1Nc1ccccc1 | 0% | -11% | 3.0% | -4% | 0% | ? | 7% | 0%[46.1 µM]
Cc1noc(C)c1CS(=O)(=O)Cc1ccc(Cl)cc1 | -2% | -12% | -1.5% | 0% | -8% | 0% | 1% | 9%
COc1ccc(NC(=O)c2ccco2)cc1NC(=O)c1ccccc1[N+](=O)[O-] | nt | 0% | -1.0% | -4% | 2% | 5% | nt | nt
Cc1cccc(N(C(=O)CNC(=O)c2cccs2)C(C(=O)NC2CCCC2)c2cccnc2)c1 (stereo not given) | -3% | -3% | 0.0% | 2% | 0% | -5% | -1% | -19%[46.1 µM]
CCCCN(CCCNC(=O)c1ccc(Sc2ccc(Cl)cc2)c(NC(C)=O)c1)c1ccccc1 | nt | -25% | 0.0% | -2% | 2% | ? | nt | nt
CCOC(=O)N1CCN(C(=O)CN(C2CCCCC2)S(=O)(=O)c2ccc(Cl)cc2)CC1 | -2% | -9% | -2.6% | 2% | -8% | -5% | 1% | -23%[46.1 µM]
CC(=O)Nc1ccc(S(=O)(=O)NCC2CCC(C(=O)NCCc3ccccc3)CC2)cc1 (stereo not given) | nt | -6% | 1.1% | -3% | -9% | -1% | nt | nt
O=C(Nc1ccccc1N1CCOCC1)C1CCN(S(=O)(=O)c2ccc(Cl)cc2)CC1 | 6% | -6% | -3.1% | 0% | -4% | 3% | 3% | -16%
CCOC(=O)C1CN(S(=O)(=O)c2ccc(OC)cc2)c2cc(CC(=O)OC)ccc2O1 (stereo not given) | -3% | -11% | 0.0% | 5% | -4% | 3% | 10% | -12%[46.1 µM]
CN(c1ccccc1)S(=O)(=O)c1cc(C(=O)N2CCN(c3ccccn3)CC2)ccc1Cl | -10% | -5% | -3.3% | -2% | 3% | 6% | 3% | -13%[46.1 µM]
CCC(CC)C(=O)NCCc1cc2c(OC)ccc(OC)c2[nH]c1=O | 5% | -7% | -1.1% | -7% | -2% | 2% | 4% | -12%[46.1 µM]
O=C(Nc1ccc(Cl)cc1)NC1CCCCC1 | 1% | 3% | 1.2% | -2% | -1% | 5% | 2% | -1%[46.1 µM]
N#C/C(=C\c1ccc(-c2ccc(C(=O)O)cc2)o1)C(=O)Nc1ccccc1C(=O)O | nt | -25% | -0.8% | -16% | 4% | 2% | nt | nt
COc1ccc(C2C(C(N)=O)=C(C)Nc3nc(-c4cccc(Cl)c4)nn32)cc1OC (stereo not given) | 9% | -4% | 0.0% | -1% | -8% | 8% | -1% | -18%[46.1 µM]
CCCCc1ccc(NS(=O)(=O)c2ccc(N3CCCCS3(=O)=O)cc2)cc1 | nt | -26% | 1.3% | -1% | -4% | 1% | nt | nt
Cc1noc(C)c1C(=O)NCc1ccco1 | 10% | 8% | 6.3% | -2% | -11% | -1% | -1% | -7%[46.1 µM]
CCOC(=O)c1cnc2c([N+](=O)[O-])cnn2c1C | 5% | -1% | -1.5% | -8% | -12% | -5% | ? | 1%
Cc1ccc(NC(=O)CCC(=O)N2Cc3ccccc3Oc3ncccc32)cc1 | nt | -7% | -1.3% | 2% | 1% | -2% | nt | nt
COc1ccc(OCC(=O)Nc2ccc(S(=O)(=O)Nc3nc(C)cc(C)n3)cc2)cc1 | -6% | -1% | 3.2% | -4% | -5% | 1% | -3% | -19%
Clc1ccc2nc3ccccn3c2c1 | ? | -5% | 4.0% | 2% | -3% | 6% | 2% | ?
CS(=O)(=O)Nc1nnc(SCC(=O)Nc2cccc([N+](=O)[O-])c2)s1 | 9% | -9% | 0.0% | -3% | 2% | -6% | 0% | 0%[46.1 µM]
CCc1cccc(NC(=O)Cn2nc(-c3ccc(OC)cc3)ccc2=O)c1 | nt | -26% | -1.1% | 1% | -1% | -1% | nt | nt
O=C(Nc1ccc(Oc2ccc(NC(=O)C3CCCO3)cc2)cc1)C1CCCO1 (stereo not given) | 15% | -4% | -2.0% | 2% | 3% | -4% | 1% | -8%[46.1 µM]
COc1ccc(/C=N\NC(=O)c2ccc(=O)[nH]n2)cc1O | 2% | -10% | -1.0% | -5% | -10% | 2% | 2% | -13%
C1CCCN(CCCCN2CCCCCC2)CC1 | -3% | 4% | -0.7% | 0% | -2% | 0% | -1% | -18%[46.1 µM]
CC(C)NC(=O)c1onc(CSc2ccc(F)cc2)c1C(=O)O | -16% | 0% | -3.1% | 1%[53 µM] | -20%[53 µM] | -7% | -1% | 10%[46.1 µM]
Cc1cc(C(F)F)n2ncc(C(=O)NCc3ccccc3)c2n1 | 8% | 0% | -2.8% | -2% | 2% | 1% | 1% | -24%[46.1 µM]
CCOc1ccc(NC(=O)NC23CC4CC(CC(C4)C2)C3)cc1 | -9% | -6% | 3.8% | 3% | -4% | 8% | 3% | -44%
